MITF act = increases MITF-driven TRPM1 promoter luciferase signal | SK-MEL-5 TRPM1-promoter luciferase, 24 h; % of positive control, neutral wells = 0 | activation, % at 12.5 µM | 300,000 compounds, 0.75% hits;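 active = mean activation of at least 80% with every replicate also reaching 80%; inconclusive = mean reaches 80% but some replicate falls short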;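 note: 0% = neutral control wells and 100% = parthenolide positive control wells; values of inactives mirror those of a sister screen read the other way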
Rtt109 HAT inh = inhibitors of Candida albicans Rtt109/Vps75 histone acetyltransferase. inhibition, % at 34.9 µM. purified Rtt109/Vps75, ThioGlo CoA-SH fluorescence, 4 h. Q5AAJ8. 330,000 compounds, 0.16% hits;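 active = inhibition of at least 50% in every replicate; inconclusive = best replicate reaches 50% inhibition but some replicates fall short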
Target sequence (Q5AAJ8 whole entry, looked up): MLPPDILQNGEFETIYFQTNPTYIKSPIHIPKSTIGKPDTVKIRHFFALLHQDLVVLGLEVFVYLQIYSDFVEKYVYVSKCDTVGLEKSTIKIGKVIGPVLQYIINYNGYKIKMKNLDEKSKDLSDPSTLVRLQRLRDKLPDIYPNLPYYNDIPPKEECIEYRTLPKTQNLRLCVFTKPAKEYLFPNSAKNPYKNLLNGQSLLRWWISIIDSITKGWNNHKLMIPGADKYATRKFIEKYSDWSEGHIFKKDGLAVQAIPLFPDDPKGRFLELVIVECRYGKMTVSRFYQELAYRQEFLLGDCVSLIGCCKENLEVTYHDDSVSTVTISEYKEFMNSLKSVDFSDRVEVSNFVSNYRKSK
HTR5A ag ctr = HTR5A agonism, opioid heterodimer counter-screen; HTR5A agonist assay, luminescence, cell-based; activation, % at 9.3 µM; P47898; 340,000 compounds, 0.61% hits; in the data active = activation mostly above about 9.5%, no sharp cut-off; inactive = mostly below about 7.6%;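 note: 0% = cells with vehicle only and 100% = reference agonist; strong numbers were not always called active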
Target sequence (P47898 whole entry, looked up): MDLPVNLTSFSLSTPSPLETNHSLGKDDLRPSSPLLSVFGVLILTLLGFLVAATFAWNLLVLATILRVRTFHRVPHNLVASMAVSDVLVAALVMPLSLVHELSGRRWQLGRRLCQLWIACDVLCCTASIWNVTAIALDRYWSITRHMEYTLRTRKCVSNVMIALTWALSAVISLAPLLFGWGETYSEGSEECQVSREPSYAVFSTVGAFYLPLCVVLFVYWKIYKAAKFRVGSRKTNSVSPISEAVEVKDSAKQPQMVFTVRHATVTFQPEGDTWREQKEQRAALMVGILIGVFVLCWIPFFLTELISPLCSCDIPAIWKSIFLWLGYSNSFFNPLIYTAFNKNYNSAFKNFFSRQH
PvdQ inh = blocks Pseudomonas aeruginosa PvdQ acylase activity; purified PvdQ acylase, fluorescence plate reader; 340,000 compounds, 0.063% hits; inhibition, % at 10 µM; in the data active = inhibition above about 30%, passing the limit was not always enough; inconclusive = no clear call, values can overlap the other calls;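 note: 0% = vehicle neutral wells and 100% = reference inhibitor wells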
CDK5 p35 inh = blocks human CDK5/p35 kinase activity | 330,000 compounds, 0.01% hits | inhibition, % at 10 µM | Q00535+Q15078 | AID 488839 | Recombinant CDK5/p35, ADP-Glo luminescence, 60 min;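 active = highest replicate inhibition of at least 50% and at least 75% of replicates reaching 50%; inconclusive = only one of the two criteria met; inactive = both criteria failed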;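 note: plate controls were DMSO neutral control for no effect and GW8510 at 10 µM for full effect; many of its hits are not listed in these tables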
SR-BI DiI-HDL act = SR-BI HDL lipid transfer activation | 320,000 compounds, 0.096% hits | activation, % at 12.5 µM | CHO ldlA[mSR-BI] cells, DiI-HDL uptake fluorescence, 3 h; 100 = double the neutral-control signal;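 active = mean replicate activation of at least 60% and every replicate at or above 60%; inconclusive = mean or all-replicate condition met, but not both; inactive = mean below 60% and not all replicates reaching 60%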;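 note: 0% = median plate neutral-control signal and 100% = twice that signal; values of inactives mirror those of a sister screen read the other way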
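system = CHO ldlA[mSR-BI] cells, LDL receptor-null, SR-BI overexpressing | medium = Ham's F12 with 0.5% BSA, HEPES 25 mM, pH 7.4 | probe or stimulus = DiI-HDL 10 µg/mL | compound dosing = single-point compound dose | incubation = compound exposure 3 h, 37 °C | technique = DiI fluorescence, bottom read | read-out = cell-associated DiI fluorescence as measure of HDL uptake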
dFosB activator = activators of mouse delta FosB homodimer; activation, % at 25 µM; purified delta FosB, TAMRA-CDK5 oligo fluorescence polarization; percent of positive-control signal above neutral wells; AID 493131; 340,000 compounds, 0.99% hits;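 active = mean activation above about 17%, with every replicate also reaching it, limit read from the data, passing the limit was not always enough; inconclusive = only one of the two conditions met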;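 note: fluorescence polarization rise as delta FosB binds a TAMRA Cdk5 AP-1 oligo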
Target sequence (P13346 whole entry, looked up): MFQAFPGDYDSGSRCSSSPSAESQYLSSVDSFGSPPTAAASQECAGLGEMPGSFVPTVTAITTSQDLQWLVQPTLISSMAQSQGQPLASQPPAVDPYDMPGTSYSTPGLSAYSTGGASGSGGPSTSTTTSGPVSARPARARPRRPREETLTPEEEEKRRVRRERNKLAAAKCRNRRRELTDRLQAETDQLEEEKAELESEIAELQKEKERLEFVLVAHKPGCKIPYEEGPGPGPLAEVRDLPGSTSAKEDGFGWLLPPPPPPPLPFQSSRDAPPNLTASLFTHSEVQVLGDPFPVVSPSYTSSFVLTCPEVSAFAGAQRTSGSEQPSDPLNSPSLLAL
cardiac RTF act = cardiac RTF calcium sensitization. P19429+P45379. IANBD-labeled TnC RTF fluorescence at EC20 calcium; 0% EC20 calcium, 100% full calcium. activation, % at 7.2 µM. 340,000 compounds, 0.24% hits. AID 493008;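 active = activation above the mean over all tested compounds plus 3 SD, cut at about 30% in these data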;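 note: rise in fluorescence read as greater calcium sensitivity of cardiac thin filaments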
Wnt act = activates Wnt/beta-catenin signaling in a reporter cell assay; 300,000 compounds, 1.2% hits; activation, % at 9.35 µM; activator, plate reader; in the data active = activation above about 30%, passing the limit was not always enough; inconclusive = no clear call, values can overlap the other calls;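 note: 0% = neutral control wells and 100% = positive control wells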
SR-BI HDL uptake = blocks mouse SR-BI lipid uptake from DiI-HDL. Q61009. ldlA[mSR-BI] CHO cells, DiI-HDL uptake fluorescence, 3 h. inhibition, % at 12.5 µM. 320,000 compounds, 0.96% hits. AID 488896;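 active = mean replicate inhibition of at least 70% and a set share of replicates each scoring 70 or more; inconclusive = meets just one of the two criteria; inactive = fails both criteria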;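 note: 0% = median of neutral control wells and 100% = median of positive control wells; values of inactives mirror those of a sister screen read the other way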
An asterisk follows results filed as active; ? = inconclusive; nt = not tested or not shown.

molecule | dFosB activator | cardiac RTF act | SR-BI DiI-HDL act | Rtt109 HAT inh | SR-BI HDL uptake | CDK5 p35 inh | HTR5A ag ctr | PvdQ inh | Wnt act | MITF act
Cc1cc(C)n(-c2nc3c(c(=O)[nH]c(=O)n3C)n2Cc2cccc(Br)c2)n1 | -14 | 6 | 15 | -2 | -15 | 0.3 | -3 | -16 | 0 | 5
CCN(CCCNS(=O)(=O)c1cc(-c2cc(C)no2)ccc1C)Cc1ccccc1 | -17 | 2 | -17 | -1 | 17 | -1.0 | 0 | -20 | -2 | -10
COc1cc(NS(=O)(=O)c2ccc(NS(=O)(=O)c3ccccc3)cc2)nc(OC)n1 | 3 | 3 | 14 | 6 | -14 | -0.2 | -8 | -4 | 3 | 2
CC1CCN(C(=S)c2cccc(O)c2)CC1 | -3 | -1 | -14 | 1 | 14 | -1.1 | 4 | -8 | -1 | 3
COc1ccc(-n2nc(C(=O)NCC(=O)NCc3ccco3)c3ccccc3c2=O)c(OC)c1 | -3 | -4 | 21 | -9 | -21 | 3.6 | 6 | 6 | nt | -2
Cc1ccc(NC(=O)c2cnn(-c3ccccc3)c2C)cc1C | -12 | -1 | -21 | 14 | 21 | -0.8 | 2 | -7 | -1 | nt
COCC(C)NCc1ccc(C)cc1C (stereo not drawn) | 2 | 2 | 9 | -3 | -9 | 0.7 | -4 | -12 | nt | 4
O=C(NCCCNC1CCCCC1)c1ccc(/C=N/O)nc1 | -1 | 3 | 22 | -2 | -22 | -3.1 | -9 | -5 | nt | -6
COC(=O)c1sc(C(C)(C)C)cc1CS(=O)(=O)c1ccccn1 | -8 | -8 | -9 | 6 | 9 | -0.3 | -5 | 3 | 1 | 3
CCC(=O)N1CCN(C(=O)CC)C1c1ccccc1 | -1 | 3 | -25 | -5 | 25 | -0.2 | 3 | -8 | nt | 11
Cc1cc(CN(C)C(=O)c2ccc(OC3CCN(Cc4ccccn4)CC3)cc2)on1 | -6 | 3 | -1 | -3 | 1 | -4.0 | 3 | -23 | -3 | -7
Cn1c(N)c(C(=O)CSc2ccccn2)c(=O)n(C)c1=O | 3 | 3 | 11 | -7 | -11 | -6.2 | -5 | -5 | 16 | 20
Cc1cc2c(ncn2Cc2ccccc2)c(N)c1C | 1 | 5 | 16 | 0 | -16 | 0.5 | 4 | -5 | -1 | -9
CC(=O)N/C(=C/c1ccc(OC(F)F)cc1)C(=O)O | 5 | -7 | 34 | -9 | -34 | nt | -3 | 8 | -2 | -7
S=C(NCc1ccccc1)NC1CCCc2ccccc21 (stereo not drawn) | -11 | nt | -14 | 3 | 14 | 0.7 | nt | -8 | -2 | 3
COc1ccccc1C(=O)NNC(=O)C(=O)NC(C)(C)C | 1 | 0 | 5 | -2 | -5 | 0.8 | -2 | -5 | -2 | -19
CCOC(=O)c1cnc(-n2nc(C)cc2C)nc1-n1nc(C)cc1C | -5 | -4 | 2 | -4 | -2 | 1.8 | -1 | 8 | -1 | 7
CCOc1ccccc1C(=O)OCC(=O)Nc1cccc(S(=O)(=O)NC2=NCCCCC2)c1 | -6 | -2 | -9 | 9 | 9 | 1.5 | 4 | 8 | -4 | -7
FC(F)(F)c1nnc2sc(-c3ccccn3)nn12 | -1 | -5 | 6 | -8 | -6 | -0.5 | -4 | -7 | -2 | 3
Cc1cc(Cl)cc(C)c1OCC(=O)O | 3 | -7 | nt | 15 | nt | -1.1 | -2 | 12 | nt | -10
NC(=O)c1nsc(C(=O)N(CC(=O)NCc2ccc3c(c2)OCO3)C2CCCC2)c1N | -11 | -2 | -23 | 0 | 23 | 1.0 | 0 | -9 | nt | -4
Cc1c(C(=O)OCC(=O)NCC2CCCO2)oc2ccccc12 (stereo not drawn) | 4 | 2 | 15 | -12 | -15 | 1.4 | -1 | -16 | 2 | -11
CN1CCN(C(=O)c2ccccc2Nc2ccc(SC(F)F)cc2)CC1 | -3 | -8 | 43 | 5 | -43 | -1.2 | -1 | -17 | -1 | -5
COC/C=C/C1=CC2=CC(=O)C(C)(OC(=O)c3cnc4ccccc4n3)C(=O)C2=CN1CCOC (stereo not drawn) | -8 | 10 | 4 | 8 | -4 | -6.5 | 0 | -3 | 3 | 1
Cc1ccc(S(=O)(=O)Nc2ccc3ncccc3c2)cc1 | 2 | -3 | -2 | 2 | 2 | 1.8 | 0 | 1 | nt | -8
C=CCn1cc(/C=N/N2C(=O)C3C4C=CC(C4)C3C2=O)c2ccccc21 (stereo not drawn) | -4 | -1 | -2 | -6 | 2 | -0.2 | -11 | -7 | -1 | 4
CC(=O)Nc1ccc(NC(=O)CSc2nc3ccccc3nc2N2CCC(C)CC2)cc1 | 3 | 10 | -9 | 0 | 9 | 1.3 | -1 | -15 | -2 | 6
Cc1ccccc1NS(=O)(=O)c1ccc(OCC(=O)NCc2ccccn2)cc1 | -3 | 7 | -7 | -2 | 7 | 1.0 | 4 | -13 | 0 | -9
Nn1c(SCC(=O)N2CCOCC2)nnc1-c1ccco1 | 1 | 1 | 5 | -15 | -5 | 2.1 | 0 | -13 | nt | -3
COc1ccccc1CNC(=O)c1cn(C)c2ccc(S(=O)(=O)N3CCCC3)cc2c1=O | 7 | 4 | -10 | 5 | 10 | 2.4 | 1 | -7 | -2 | 5
O=C(O)c1cccc(NC(=O)c2cn(-c3ccccc3)nc2-c2cc3ccccc3o2)c1 | -37 | 2 | -10 | 0 | 10 | 1.8 | 5 | -13 | 3 | 6
Nc1nonc1-n1nnc(C(=O)N/N=C/c2ccncc2)c1CSc1ccc(Cl)cc1 | -12 | -3 | 13 | -13 | -13 | 1.8 | 2 | -16 | 2 | -2
O=c1[nH]nc(SCc2nnc(-c3cccc(Cl)c3)o2)n1C1CCCCC1 | -2 | 2 | 25 | 2 | -25 | -0.5 | -4 | -12 | -1 | -7
CCOC(=O)C1=C(N)OC(C)=C(C#N)C1c1ccco1 (stereo not drawn) | -4 | -3 | 36 | -2 | -36 | -1.9 | -9 | -7 | -2 | 0
Cc1c(OCC(=O)NCCCN2CCCC2=O)ccc2c3c(c(=O)oc12)CCC3 | -17 | -6 | 0 | 2 | 0 | -0.4 | 1 | -3 | 0 | 7
COc1ccc(CNC(=O)COC(=O)c2ccc3ccccc3n2)cc1 | -4 | 4 | 1 | -6 | -1 | -0.5 | -3 | -11 | -1 | -4
O=C(CCc1nc2ccccc2c(=O)[nH]1)NNC(=O)c1cccc(Cl)c1 | 2 | -8 | 15 | 11 | -15 | 1.8 | -10 | -12 | 0 | -8
COc1ccc(/C=N/NC(=O)C2C(C=C(Cl)Cl)C2(C)C)c(OC)c1 (stereo not drawn) | -4 | -2 | -68 | -15 | 68 | -0.4 | -2 | -2 | -1 | 15
CCN(CC)C(=O)C1CCCN(C(=O)Nc2ccc(NC(=O)N3CCCC(C(=O)N(CC)CC)C3)cc2)C1 (stereo not drawn) | -7 | 4 | 2 | 36 | -2 | 1.2 | 0 | 7 | -8 | -4
Cc1ncc(S(=O)(=O)c2ccc(Cl)cc2)c(N)n1 | -7 | 12 | 5 | 0 | -5 | -4.5 | 9 | -7 | -1 | -6
CC(=O)N1c2c(cc(Br)cc2S(=O)(=O)NCc2ccc3c(c2)OCO3)CC1C (stereo not drawn) | -3 | 7 | -9 | -7 | 9 | 1.8 | -5 | -12 | -3 | nt
Cc1csc2c(SCC(=O)NNC(=O)C(Cl)Cl)ncnc12 | 0 | nt | -5 | 3 | 5 | 0.4 | nt | -11 | 2 | nt
CCOc1cc(Br)c(C=O)cc1OCC | -1 | 4 | -6 | -11 | 6 | -1.8 | 4 | 3 | -7 | -27
O=C(CSc1ncnc2c1oc1ccccc12)NCc1ccco1 | -13 | -1 | 9 | -1 | -9 | -0.9 | 0 | -4 | nt | 2
Oc1ccc(Cl)cc1C=NCCc1ccccc1 | 0 | -3 | -9 | -9 | 9 | 1.1 | 8 | 11 | -1 | 11
O=C(O)c1cccc(S(=O)(=O)Nc2ccccc2Cc2ccccc2)c1 | 0 | 1 | nt | ? | nt | -0.7 | 1 | 3 | 7 | 1
COC1CCCCC1Nc1ccc(C)c(C)c1 (stereo not drawn) | -2 | -5 | 8 | 9 | 0 | 1.2 | -1 | 6 | -4 | 1
Cc1nc(NCCCN2CCOCC2)c2cnn(-c3ccccc3)c2n1 | -6 | -4 | 21 | 3 | -21 | -0.6 | -3 | -9 | 10 | 4
CCOC(=O)/C(C#N)=C/c1cc2ccccc2nc1N1CCCCC1 | -11 | 5 | -15 | -10 | 15 | 0.7 | 0 | 11 | -2 | -2
CCOc1cc(/C=N/NC(=O)c2cc(C)n(-c3ccc(F)cc3)c2C)ccc1O | -5 | 2 | -68 | 9 | 68 | 1.4 | 7 | -8 | -4 | -5
CC1CCN(Cc2c(C(=O)N/N=C/c3ccccc3O)nnn2-c2nonc2N)CC1 | 21* | 2 | -15 | -5 | 15 | -0.7 | 2 | -14 | -3 | -24
Cc1cc(NC(=O)c2cccc(S(=O)(=O)N3CCCC3)c2)no1 | 0 | -10 | 1 | 6 | -1 | -0.4 | 8 | -6 | nt | 2
CC1(C)c2[nH]c3ccccc3c2C[C@@H]2C(=O)N(Cc3ccc(F)cc3)C(=O)N21 | -7 | -4 | -70 | -8 | ? | -2.3 | -2 | -1 | 1 | -4
CNC(=S)NNC(=O)c1cccn(Cc2ccccc2)c1=O | -3 | 4 | 14 | 1 | -14 | -1.0 | -3 | -14 | -1 | 7
CC1=Nc2cc(C(=O)NCCCOC(C)C)ccc2Sc2ccccc21 | -9 | -3 | -42 | 0 | 42 | 0.1 | 5 | 6 | 1 | -25
O=C(O)CCc1ccc(-c2ccc(Cl)cc2)n1CCC(=O)O | 3 | 4 | 12 | nt | -12 | -2.5 | 0 | -8 | -1 | -3
Fc1nc(F)c(F)c(NCCCNc2c(F)c(F)nc(F)c2F)c1F | -9 | -5 | -13 | -1 | 13 | -0.2 | -4 | -5 | -2 | 3
O=C(CCl)c1cc2c3c(c1)CC(=O)N3CCC2 | -7 | -4 | 1 | 3 | -1 | 1.6 | 0 | -5 | 2 | -43
CC(C)Cn1c(N)c(C(=O)COC(=O)CC23CC4CC(CC(C4)C2)C3)c(=O)n(C)c1=O | 12 | -15 | -5 | -4 | 5 | 0.3 | 3 | 5 | nt | -41
Cc1ccc(S(=O)(=O)NC(=O)Nc2nnc(C3CC3)s2)cc1 | 1 | 2 | 28 | -20 | -28 | -2.0 | 1 | -13 | -1 | nt
CC(NCCC1(C(C)C)CCOC(C)(C)C1)c1cccs1 (stereo not drawn) | 9 | 6 | 14 | -1 | -14 | 1.0 | -2 | -1 | -3 | -5

Bioassay records (PubChem BioAssay)
